High-throughput results as filed in PubChem BioAssay.
M1 ag parental: nonselective activator or artifact in parental CHO-K1 cells; AID 602248; activation, % at 3 µM; 0.48% of 360,000 active; Fluo-8 calcium fluorescence; scaled to maximal ATP response, vehicle zero; in the data active = activation above about 15%;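 note: untransfected CHO-K1 host cells lacking M1 receptor as counterscreen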
CHRM5 agonist: CHRM5 agonism in calcium assay; CHO-K1 hM5 cells, Fluo-8 calcium fluorescence; 0% DMSO wells, 100% maximal acetylcholine response; activation, % at 3 µM; AID 624037; 0.19% of 360,000 active;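 active = activation above the run's mean over test compounds plus 3 SD, cut at about 23% in these data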;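 note: signal is peak over basal fluorescence ratio across the kinetic read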
Target sequence (P08912 whole entry, looked up): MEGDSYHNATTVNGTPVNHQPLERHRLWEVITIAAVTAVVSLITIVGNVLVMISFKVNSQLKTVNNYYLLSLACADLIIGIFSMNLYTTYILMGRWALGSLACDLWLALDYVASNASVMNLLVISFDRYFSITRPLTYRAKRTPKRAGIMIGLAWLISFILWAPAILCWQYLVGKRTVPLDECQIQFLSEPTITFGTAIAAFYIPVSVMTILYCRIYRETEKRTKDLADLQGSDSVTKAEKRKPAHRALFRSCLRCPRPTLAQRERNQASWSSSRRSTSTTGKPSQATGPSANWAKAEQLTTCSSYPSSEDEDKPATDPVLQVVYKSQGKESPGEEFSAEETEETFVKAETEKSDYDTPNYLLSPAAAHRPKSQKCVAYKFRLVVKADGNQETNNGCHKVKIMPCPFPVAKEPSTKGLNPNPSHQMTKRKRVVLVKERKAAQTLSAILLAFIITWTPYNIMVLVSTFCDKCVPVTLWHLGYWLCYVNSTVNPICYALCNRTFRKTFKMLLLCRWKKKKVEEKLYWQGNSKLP
M1 PAM parental: nonselective activator or artifact in parental CHO-K1 calcium assay | ATP EC20, Fluo-8 calcium fluorescence; 0% at ATP EC20, 100% at ATP max | activation, % at 3 µM | 0.02% of 360,000 active | AID 602247;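 active = activation above the run cutoff, the mean activation of all test compounds plus 3 SD, cut at about 40% in these data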;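 note: peak over basal fluorescence ratio in a 140 s read after ATP addition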
M4 antag: blocks acetylcholine activation of human M4 receptor. P08173. CHO-hM4 cells, ACh EC80, Fluo-8 calcium fluorescence. inhibition, % at 3 µM. 0.73% of 360,000 active. AID 624125;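 active = inhibition above its plate's cutoff, the mean inhibition of sample wells plus 3 SD, cut at about 27% in these data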;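 note: 0% = acetylcholine EC80 with DMSO and 100% = DMSO without agonist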
Target sequence (P08173 whole entry, looked up): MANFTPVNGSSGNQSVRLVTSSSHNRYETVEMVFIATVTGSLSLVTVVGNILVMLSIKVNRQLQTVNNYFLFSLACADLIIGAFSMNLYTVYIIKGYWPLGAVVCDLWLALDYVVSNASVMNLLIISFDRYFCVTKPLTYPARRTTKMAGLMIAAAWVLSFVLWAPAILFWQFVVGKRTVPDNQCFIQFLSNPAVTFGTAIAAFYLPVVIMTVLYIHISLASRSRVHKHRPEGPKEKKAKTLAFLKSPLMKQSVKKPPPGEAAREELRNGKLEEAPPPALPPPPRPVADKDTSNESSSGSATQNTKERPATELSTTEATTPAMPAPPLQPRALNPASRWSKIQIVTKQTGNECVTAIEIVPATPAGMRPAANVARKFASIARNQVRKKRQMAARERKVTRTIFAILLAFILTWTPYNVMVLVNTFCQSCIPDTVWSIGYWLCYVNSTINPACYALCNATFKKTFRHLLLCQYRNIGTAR
M5 PAM: CHRM5 positive allosteric modulation; CHO-K1 hM5, Fluo-8 calcium, ACh EC20 PAM; 0% = ACh EC20, 100% = ACh EC100; AID 624038; 0.3% of 360,000 active; P08912; activation, % at 3 µM;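 active = activation above the run cutoff, the mean activation of all test compounds plus 3 SD, cut at about 18% in these data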
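System – CHO-K1 hM5 cells · Compound – 3 µM, single dose · Incubation – compound preincubation 140 s before EC20 acetylcholine addition · Technique – Fluo-8 calcium fluorescence · Measure – Max/basal fluorescence ratio as % of EC20–EC100 ACh window · Benchmarks – low control EC20 acetylcholine (0%), high control EC100 acetylcholine (100%) · Replication – singlicate, one well per test compound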
CHO-K1 Ca antag: counter-screen for M1 antagonists: effect in parental CHO-K1 cells; ATP-induced calcium, Fluo-8 fluorescence; inhibition, % at 3 µM; 0.6% of 360,000 active;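 active = inhibition above a per-plate cutoff, the plate's mean sample inhibition plus 3 SD, cut at about 24% in these data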;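 note: 0% = DMSO plus EC80 ATP and 100% = DMSO alone without ATP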
CHRM4 agonist: agonists of human muscarinic M4 receptor (CHRM4) | P08173 | CHO-K1 hM4/Gqi5, Fluo-8 calcium fluorescence; vehicle 0%, full acetylcholine response 100% | activation, % at 3 µM | 0.14% of 360,000 active | AID 624127;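 active = activation above the run mean over all test wells plus 3 SD, cut at about 32% in these data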;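 note: peak over basal fluorescence ratio per well then scaled between controls; 0% = DMSO wells and 100% = acetylcholine at EC100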
M5 antag: blocks acetylcholine activation of human M5 receptor; P08912; CHO-hM5 cells, Fluo-8 calcium fluorescence, ACh EC80; inhibition, % at 3 µM; 0.59% of 360,000 active;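 active = inhibition above a per-plate cutoff, the mean of that plate's test compounds plus 3 SD, cut at about 27% in these data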;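 note: 0% = acetylcholine EC80 with DMSO and 100% = DMSO without agonist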
CHRM4 PAM: positive allosteric modulators of human muscarinic M4 receptor | activation, % at 3 µM | 0.4% of 360,000 active | AID 624126 | CHO-K1 hM4/Gqi5, Fluo-8 calcium fluorescence, ACh EC20; 0% = ACh EC20, 100% = maximal ACh;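 active = activation above its plate's cutoff, the mean activation of sample wells plus 3 SD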; note: some results filed as inactive read as strong as hits
Numbers without * were called inactive. Compounds were not picked by outcome; 2.7% or so of the library scored in one or more.

[1] CCOC(=O)N1CCC2(CC1)C(C#N)=C(N)OC1=C2C(=O)CC(C)C1 (centres undefined)
[2] CCOC(=O)C1Nc2ccccc2C2c3ccccc3CC12 (centres undefined)
[3] CCc1ccc(NC(=O)CSc2nnc(CC)c(CC)n2)cc1
[4] Cc1ccc(S(=O)(=O)Nc2cccc3cccnc23)cc1
[5] CCc1nn(CCCC(=O)N2CCN(c3ccc(OC)cc3)CC2)c(=O)c2cc3occc3n12
[6] O=C(NN1C(=O)NC2(CCCCC2)C1=O)c1ccc(Cl)s1
[7] COc1ccc(C(=O)COC(=O)C(CC(C)C)N2C(=O)c3ccccc3C2=O)cc1 (centres undefined)
[8] CN(C)S(=O)(=O)c1ccc(N2CCCC2)c(C(=O)NCc2ccc(Cl)cc2)c1
Assay by compound | 1 | 2 | 3 | 4 | 5 | 6 | 7 | 8
M1 ag parental | 0.4 | -0.1 | 2.0 | 1.0 | 2.1 | 1.2 | 0.6 | 1.9
CHRM5 agonist | -5 | -1 | -1 | -3 | -4 | 2 | 1 | -2
M1 PAM parental | 10 | 9 | 12 | 17 | -2 | 10 | -6 | 8
M4 antag | 10 | 1 | 1 | 32* | -6 | 2 | 1 | -4
M5 PAM | 7 | -7 | 1 | -5 | -5 | 5 | 0 | -8
CHO-K1 Ca antag | 3 | -5 | -6 | 6 | -8 | -6 | 12 | -5
CHRM4 agonist | 1 | 0 | 4 | 3 | 5 | 0 | 5 | 7
M5 antag | -6 | 18 | -5 | 18 | 1 | 2 | -1 | 8
CHRM4 PAM | 4 | 7 | 0 | -5 | -4 | 2 | 2 | -1

The final 3 records of the part before come first, to join the parts.
[6] O=C(NN1C(=O)NC2(CCCCC2)C1=O)c1ccc(Cl)s1
[7] COc1ccc(C(=O)COC(=O)C(CC(C)C)N2C(=O)c3ccccc3C2=O)cc1 (centres undefined)
[8] CN(C)S(=O)(=O)c1ccc(N2CCCC2)c(C(=O)NCc2ccc(Cl)cc2)c1
[9] COc1ccccc1C(=O)NCC(=O)N/N=C/c1ccncc1
[10] CCCS(=O)(=O)NC(=O)C1(C)CCCN(C(=O)/C=C/c2ccccc2)C1 (centres undefined)
[11] CCn1c(=O)c(=O)[nH]c2cc(C(=O)NC3CCCc4ccccc43)ccc21 (centres undefined)
[12] O=c1[nH]c(CSc2nnc(Cc3ccccc3)o2)nc2ccccc12
[13] CC(C)(C)NC(=S)N1CCC2CC1c1c(Cl)cccc12 (centres undefined)
[14] O=S(=O)(c1cccc(-c2cn3cccnc3n2)c1)N1CCOCC1
[15] COc1ccc(-n2c(=S)[nH]c3cc(C(=O)NCc4cccnc4)ccc3c2=O)c(OC)c1
[16] O=C(COC(=O)c1ccc(S(=O)(=O)N2CCCC2)cc1)Nc1cccc(F)c1
Assay by compound | 6 | 7 | 8 | 9 | 10 | 11 | 12 | 13 | 14 | 15 | 16
M1 ag parental | 1.2 | 0.6 | 1.9 | 0.5 | 0.0 | -0.8 | 1.1 | 0.0 | 3.0 | 0.4 | 2.9
CHRM5 agonist | 2 | 1 | -2 | -2 | 0 | 2 | -5 | -1 | 1 | -2 | -6
M1 PAM parental | 10 | -6 | 8 | 11 | -7 | -2 | 22 | -4 | 27 | 1 | -9
M4 antag | 2 | 1 | -4 | -13 | 0 | 14 | -3 | -6 | -3 | -3 | 13
M5 PAM | 5 | 0 | -8 | -5 | -1 | 0 | -5 | -1 | -11 | 6 | -15
CHO-K1 Ca antag | -6 | 12 | -5 | -16 | -5 | 5 | -7 | 3 | -7 | -12 | -8
CHRM4 agonist | 0 | 5 | 7 | 2 | 0 | -2 | 2 | 0 | 9 | 1 | 11
M5 antag | 2 | -1 | 8 | -12 | 3 | -1 | 3 | 4 | -3 | -7 | 20
CHRM4 PAM | 2 | 2 | -1 | -3 | 1 | 36* | 11 | 3 | -13 | 2 | -1

[17] CCC(C)NC(=O)C1CC(=O)N(CCc2ccc(F)cc2)C1 (centres undefined)
[18] COC(=O)c1ccc(C2C(Oc3ccc(OC)cc3)C(=O)N2CCc2ccc(F)cc2)cc1 (centres undefined)
[19] Cc1ccc(C2=CN(Cc3ccccc3)CCC2=O)cc1
[20] CCCCN(CCCC)C(=O)/C=C/c1cccc([N+](=O)[O-])c1
[21] COc1ccc(C(NC(=O)CN2C(=O)NC3(CCc4ccccc43)C2=O)c2ccc(OC)cc2)cc1 (centres undefined)
[22] COCCN=C1NN=C(c2ccc(C)c([N+](=O)[O-])c2)CS1
[23] CCCS(=O)(=O)N1CCCC(C(=O)NCc2ccco2)C1 (centres undefined)
[24] Cc1nn(CC(=O)O)c(=O)c2ccccc12
Assay by compound | 17 | 18 | 19 | 20 | 21 | 22 | 23 | 24
M1 ag parental | -0.1 | 1.1 | 1.7 | 1.0 | 2.6 | 0.8 | 0.4 | 0.4
CHRM5 agonist | 1 | -2 | 4 | -9 | 0 | -2 | -2 | 3
M1 PAM parental | -21 | 23 | 5 | 13 | -7 | 12 | 13 | 13
M4 antag | -3 | 2 | -8 | -9 | -12 | -10 | 2 | 4
M5 PAM | 0 | -3 | -8 | -7 | -10 | -5 | 3 | 0
CHO-K1 Ca antag | 12 | -6 | -10 | -9 | 1 | -14 | 1 | 3
CHRM4 agonist | 1 | 1 | 5 | 1 | 11 | 1 | 0 | 0
M5 antag | 5 | 3 | -2 | 3 | 8 | -4 | -3 | 2
CHRM4 PAM | -1 | -9 | 18 | 10 | -9 | 1 | 3 | 6

[25] O=C(CSc1ccc2nnc(CCNC(=O)c3ccc(F)cc3)n2n1)NCC1CCCO1 (centres undefined)
[26] COC(=O)CCCCCN1C(=O)NC(c2ccccc2)C(C(=O)OCc2ccccc2)=C1C (centres undefined)
[27] c1ccc2[nH]c(CN3CCN(c4ncnc5c4oc4ccccc45)CC3)nc2c1
[28] O=C(NNC(=O)c1cc(Cl)ccc1O)c1cccc(S(=O)(=O)N2CCOCC2)c1
[29] O=C(O)c1ccccc1CSc1ncn[nH]1
[30] C[C@H]1CN([C@@H](C)CO)C(=O)CCCn2nncc2CO[C@H]1CN(C)C(=O)CCC(F)(F)F
[31] OC(Cn1nnc2ccccc21)Cn1c(C(F)(F)F)nc2ccccc21 (centres undefined)
[32] CC1(C)Cc2ccccc2C(NNC(=O)c2ccncc2)=N1
Assay by compound | 25 | 26 | 27 | 28 | 29 | 30 | 31 | 32
M1 ag parental | 1.3 | -1.0 | 3.6 | 0.8 | -0.4 | 0.3 | 1.8 | 0.0
CHRM5 agonist | -1 | -2 | -2 | 1 | 2 | -1 | -4 | 0
M1 PAM parental | 10 | -8 | 6 | -2 | -11 | 6 | 15 | 16
M4 antag | 0 | 0 | -3 | 13 | 5 | -33 | -18 | -8
M5 PAM | 6 | -11 | -10 | 3 | 3 | -1 | 7 | 6
CHO-K1 Ca antag | -9 | 6 | -12 | -5 | 13 | -15 | -12 | 1
CHRM4 agonist | 0 | 2 | 10 | 0 | 1 | 1 | 4 | 1
M5 antag | -15 | 7 | -4 | 1 | 3 | 2 | 2 | -3
CHRM4 PAM | -4 | -4 | -7 | -3 | -3 | 9 | 8 | 1

[33] N#Cc1c(N)nc(N2CCCC2)c(C#N)c1-c1ccc(Cl)cc1
[34] CCCC1NC(=O)c2cccnc2-n2c1nc1cc(C)cc(C)c1c2=O (centres undefined)
[35] COc1ccc(CO/N=C/c2c(C)[nH]c(=O)[nH]c2=O)cc1
[36] O=C(Nc1ccccc1N1CCCC1)C1CCN(S(=O)(=O)c2ccc(F)cc2)CC1
[37] Cc1ccc(N(C(=O)c2snc(C(N)=O)c2N)C(C(=O)NCCC(C)C)c2ccco2)cc1 (centres undefined)
[38] Cc1ccc(OCC(=O)NNC(=O)c2ccc(F)c(S(=O)(=O)N3CCOCC3)c2)cc1C
[39] Cc1ccc(NC(=O)CN(Cc2ccco2)Cc2ccccc2O)cc1C
[40] CCc1nccn1S(=O)(=O)c1ccc(OC)c(C)c1C
Assay by compound | 33 | 34 | 35 | 36 | 37 | 38 | 39 | 40
M1 ag parental | 0.4 | -0.4 | 0.3 | 0.3 | 5.5 | 1.0 | 6.5 | -0.4
CHRM5 agonist | -2 | -3 | -1 | 2 | 9 | 1 | -1 | -2
M1 PAM parental | 18 | -6 | 6 | -23 | 21 | -12 | 7 | 11
M4 antag | -5 | -1 | -2 | 0 | 0 | -5 | -5 | -9
M5 PAM | 0 | 0 | -1 | -1 | -9 | 1 | -13 | -6
CHO-K1 Ca antag | -8 | -2 | -6 | 1 | -13 | 1 | -9 | -15
CHRM4 agonist | -1 | -1 | 1 | 2 | 10 | 4 | 12 | 3
M5 antag | -3 | 7 | -3 | 7 | -14 | 3 | 22 | 2
CHRM4 PAM | 9 | 0 | 7 | -4 | -7 | 3 | -10 | 1

Record cards (already shown).
Cc1ccc(NC(=O)CN(Cc2ccco2)Cc2ccccc2O)cc1C as listed: M1 ag parental: 6.5; CHRM5 agonist: -1; M1 PAM parental: 7; M4 antag: -5; M5 PAM: -13; CHO-K1 Ca antag: -9; CHRM4 agonist: 12; M5 antag: 22; CHRM4 PAM: -10
N#Cc1c(N)nc(N2CCCC2)c(C#N)c1-c1ccc(Cl)cc1 as listed: M1 ag parental: 0.4; CHRM5 agonist: -2; M1 PAM parental: 18; M4 antag: -5; M5 PAM: 0; CHO-K1 Ca antag: -8; CHRM4 agonist: -1; M5 antag: -3; CHRM4 PAM: 9
CCCC1NC(=O)c2cccnc2-n2c1nc1cc(C)cc(C)c1c2=O (centres undefined) as listed: M1 ag parental: -0.4; CHRM5 agonist: -3; M1 PAM parental: -6; M4 antag: -1; M5 PAM: 0; CHO-K1 Ca antag: -2; CHRM4 agonist: -1; M5 antag: 7; CHRM4 PAM: 0

Next part:
[41] O=C(N/N=C/c1c[nH]c2ccc(Br)cc12)c1ccccn1
[42] O=c1c2ccccc2nnn1CSc1nnnn1-c1ccc(O)cc1
[43] O=C1OCCN/C1=C\C(=O)c1ccccc1
[44] COc1ccc2c(C(=O)NCc3ccc4c(c3)OCO4)c(-c3ccc(S(C)(=O)=O)cc3)sc2c1
[45] CCOC(=O)c1oc2ccccc2c1NC(=O)Cc1cccs1
[46] Cc1ccccc1S(=O)(=O)Nc1nc2ccccc2nc1N1CCOCC1
Assay by compound | 41 | 42 | 43 | 44 | 45 | 46
M1 ag parental | 1.0 | 4.9 | 2.9 | 1.7 | 0.9 | 5.2
CHRM5 agonist | 2 | 1 | 5 | 4 | -2 | -3
M1 PAM parental | 13 | -13 | -26 | -17 | 18 | 22
M4 antag | -1 | -1 | -4 | -6 | -6 | -9
M5 PAM | -4 | -15 | -12 | -5 | -5 | 1
CHO-K1 Ca antag | -15 | 10 | 4 | -9 | -10 | -4
CHRM4 agonist | 2 | 9 | 10 | 7 | 2 | 1
M5 antag | 7 | 6 | 10 | 5 | -3 | -4
CHRM4 PAM | 0 | -19 | -10 | 8 | 2 | 12
